Screens from PubChem.
KDM5B inhibitor – Primary screen for KDM5B Histone Demethylases FDH-coupled qHTS; Lysine-specific demethylase 5B (Homo sapiens), Q9UGL1; KDM5B demethylase, FDH-coupled NADH fluorescence (FDH is formaldehyde dehydrogenase); Potency, µM (series often up to 57.7 µM), for inactives: at the highest dose activity change, negative = inhibition, hits mostly inhibitors; actives 2.6% (n = 220,000); active = well fitted inhibition curve with a large enough effect; inconclusive = small, poorly fitted or top-dose-only effect; inactive = no such curve, though single readings can be large or run the other way; also: 0% is about no effect; nearly all actives have a fitted effect of over 70% in size
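Here, H3K4me3 peptide (12.5 µM in substrate mix) is demethylated by KDM5BΔAP, 200 nM final, after 10 min compound exposure. Formaldehyde product is coupled through FDH (0.25 U/mL in mix) to NADH fluorescence; 30-min ΔRFU feeds dose-response curves.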
Active calls of the source: *; i = inactive; ? = inconclusive; & = joins results of further samples; [ ] = another dose, or the depositor's remark. Potency is read from the fitted curve at half-maximal effect. A portion of the library; count on the stated rates, not on these rows.

KDM5B inhibitor,smiles
1.8%,COc1ccc(Cl)cc1NCc1nnc2n1CCCCC2
-22.2%,Cc1cnc(C(=O)N2CCCCCCN(C)C(=O)[C@@H]3CCC[C@@H]32)cn1
4.8%,CC1CCC(Nc2ccnc3cc(Cl)ccc23)CC1 (configuration not stated)
?,CCOC(=O)c1ccc(NC(=O)CSc2nc3c([nH]c4ccccc43)c(=O)n2C)cc1
3.1%,COc1ccc(NC(=O)CSCc2cc(=O)c3cc(C)ccc3[nH]2)cc1
-8.4%,O=C(CCC1CCCN(c2ncccn2)C1)N1CCN(c2ccccn2)CC1 (configuration not stated)
-16.8%,COCCNC(=O)c1ccc2c(c1)N(Cc1cccc(Cl)c1)C(=O)c1ccccc1S2(=O)=O
-3.1%,Cn1c(=O)c2c(ncn2CCC(=O)N2CCN(Cc3ccccc3)CC2)n(C)c1=O
14.5%,O=C(N/N=C/c1ccc(Cl)cc1Cl)c1ccc(-n2cnnn2)cc1
5.7%[86.2 µM],CN1C(=O)[C@@H]2C[C@@H](CN2C(=O)NCc2ccccc2)Oc2ccccc21
3.3%,O=C1CCC(c2ccccc2)=NN1c1ccccc1
-21.8%,COc1ccc(OC)c(-c2cc(-c3cccnc3)nc(N)c2C#N)c1
?,COc1cc(C2NC(=O)c3c(sc4c3CCN(C)C4)N2)cc(Br)c1OC(=O)c1ccc(C)cc1 (configuration not stated)
-28.3%,Cc1csc(C(C#N)C(=O)CSc2ccc3c(c2)OCCO3)n1 (configuration not stated)
-7.0%,O=C(CCC[C@H]1NC[C@@H]2C[C@H]1CN(Cc1ccccc1)C2)NCCCn1cccn1
-5.5%,CC(C)Oc1nc2ccccc2nc1N1CCC(C(=O)Nc2ccc(Cl)cc2)CC1

A run of entries taken from the entries so far, as a working copy:
KDM5B inhibitor,smiles
1.8%,COc1ccc(Cl)cc1NCc1nnc2n1CCCCC2
-22.2%,Cc1cnc(C(=O)N2CCCCCCN(C)C(=O)[C@@H]3CCC[C@@H]32)cn1
4.8%,CC1CCC(Nc2ccnc3cc(Cl)ccc23)CC1 (configuration not stated)
?,CCOC(=O)c1ccc(NC(=O)CSc2nc3c([nH]c4ccccc43)c(=O)n2C)cc1
3.1%,COc1ccc(NC(=O)CSCc2cc(=O)c3cc(C)ccc3[nH]2)cc1
-8.4%,O=C(CCC1CCCN(c2ncccn2)C1)N1CCN(c2ccccn2)CC1 (configuration not stated)
-16.8%,COCCNC(=O)c1ccc2c(c1)N(Cc1cccc(Cl)c1)C(=O)c1ccccc1S2(=O)=O
-3.1%,Cn1c(=O)c2c(ncn2CCC(=O)N2CCN(Cc3ccccc3)CC2)n(C)c1=O
14.5%,O=C(N/N=C/c1ccc(Cl)cc1Cl)c1ccc(-n2cnnn2)cc1
5.7%[86.2 µM],CN1C(=O)[C@@H]2C[C@@H](CN2C(=O)NCc2ccccc2)Oc2ccccc21
3.3%,O=C1CCC(c2ccccc2)=NN1c1ccccc1
-21.8%,COc1ccc(OC)c(-c2cc(-c3cccnc3)nc(N)c2C#N)c1
?,COc1cc(C2NC(=O)c3c(sc4c3CCN(C)C4)N2)cc(Br)c1OC(=O)c1ccc(C)cc1 (configuration not stated)
-28.3%,Cc1csc(C(C#N)C(=O)CSc2ccc3c(c2)OCCO3)n1 (configuration not stated)
-7.0%,O=C(CCC[C@H]1NC[C@@H]2C[C@H]1CN(Cc1ccccc1)C2)NCCCn1cccn1
-5.5%,CC(C)Oc1nc2ccccc2nc1N1CCC(C(=O)Nc2ccc(Cl)cc2)CC1

The list goes on.
KDM5B inhibitor,smiles
2.4%,CCn1nccc1C(=O)NCC(=O)N1CCCCCNC(=O)CC1c1ccccc1 (configuration not stated)
-11.7%,O=C(c1ccc(F)cc1F)N1CCN(c2cc(-c3ccc(Cl)cc3)[nH]n2)CC1
-29.1%&-18.0%,CCc1ccc(CN(C(=O)c2cc3ccccc3oc2=O)C2CCS(=O)(=O)C2)cc1 (configuration not stated)
?,COc1cccc(N2CCN(C(=O)Cn3cnc4onc(-c5ccc(F)cc5)c4c3=O)CC2)c1
-21.2%,CCOc1ccc(NC(=O)CN(C)S(=O)(=O)c2ccc3c(c2)c(=O)n(C)c(=O)n3C)cc1
?,COc1ccc(-n2ncc3c(NC(C)(C)CO)ncnc32)cc1
10.1%,CC(C)NC(=O)c1c(Cl)cccc1Cl
-27.4%,CCOCCCNC(=O)N1CCC(Oc2ncccc2C(=O)N(C)C)C1 (configuration not stated)
-15.9%,NCC(=O)N1CCC(N2CCCC(C(=O)NCc3ccccc3)C2)CC1 (configuration not stated)
-10.6%,COc1cc(N2C[C@H]3OC(=O)N(Cc4ccc(OC)c(OC)c4)[C@H]3C2)ncn1
i,COC(=O)C(C#N)c1nc2ccccc2nc1NCCCO (configuration not stated)
?,CCc1ccc(-c2nc(CS(=O)CC(=O)NCCc3ccc(Cl)cc3)c(C)o2)cc1 (configuration not stated)
-11.8%,Cc1ccc(C)c(Cn2ccn3nc4c(c3c2=O)CCCC4)c1
3.8%[86.2 µM],Clc1cc(NC2CCCC2)n2nccc2n1
1.7%,CSc1ccc(/C=C/C(=O)c2cc(C)sc2C)cc1
-8.4%,O=C(NC1CCCc2c1[nH]c1ccc(F)cc21)c1ccccn1 (configuration not stated)
-17.8%,Cc1ccc(-c2cn[nH]c2C2CCCN(C(=O)c3[nH]ncc3Cl)C2)cc1 (configuration not stated)
?,Cc1nn(C)c(C)c1-c1ccnc(NCC2COc3ccccc3O2)n1 (configuration not stated)
?,CCOc1cc(/C=C/c2ncc(C(=O)O)s2)cc(Cl)c1OC
1.6%,Cc1ccc(C)c(S(=O)(=O)c2cnc(SCC(=O)Nc3ccc(F)cc3F)[nH]c2=O)c1
-18.1%,CCCN(CCC)C(=O)c1c2c(nc3ccccc13)C(=O)N(C1CCCCC1)C2
?,COc1ccc2c(C)c(CCC(=O)Nc3ccc(F)cc3)c(=O)oc2c1
10.9%,CC(C)CNC(=O)OCc1cn(Cc2cc(F)cc(F)c2)nn1
?,O=C(Cc1ccc(F)cc1)Nc1cccc(-c2nc3cccnc3s2)c1
-8.3%,CCOC(=O)c1oc2cc(OC(=O)c3ccccc3OC)ccc2c(=O)c1-c1ccccc1OC
?,CCOc1cc(C2C(C(=O)OC)=CN(Cc3ccc(Cl)cc3)C=C2C(=O)OC)ccc1O
-1.1%,COc1cccc2c1N(C(=O)c1cnc3c(cnn3C(C)C)c1)CCC2
24.6%,CCCCCCNC(=O)c1cc(-c2cccc(Br)c2)nc2ccccc12
-9.3%,CC1(C)C(=O)N(CC(=O)Nc2ccc(Cl)cc2)c2ccccc21
3.8%,COc1cc2ccccc2cc1C(=O)Nc1ccc2oc(=O)ccc2c1
6.1%,CCOc1nc(-c2ccc(C)cc2)ccc1-c1noc(-c2ccccc2F)n1
5.5%,CCC(=O)N1c2ccccc2CC1C(=O)NCc1cccc(OC)c1OC (configuration not stated)
?,COCCN[C@@H]1C[C@@H]2c3[nH]c4ccccc4c3C[C@@H](C(=O)OC)N2[C@H](c2ccccc2)C1
?,O=C(CCS(=O)(=O)c1cc(Br)cc2c1N(C(=O)C1CC1)CC2)N1CCN(c2ccccc2)CC1
-6.0%,Cc1ccc(NC(=O)c2nn(-c3ccccc3)c(=O)c3ccccc23)cc1Cl
-1.0%,COc1ccc(N(CC(=O)N/N=C/c2ccc(OC)c(OC)c2)S(=O)(=O)c2ccccc2)cc1
15.2%,O=C1NC2(CCN(Cc3ccc(OC(F)(F)F)cc3)C2)OCc2ccccc21 (configuration not stated)
-1.6%,Cc1c(C(=O)N2CCCCC2)sc2nc(-c3ccc(F)cc3)cn12
?,O=C(Cn1c(-c2ccccc2)cc2ccccc21)N1CCN(CCN2CCCC2)CC1
-1.5%,CCOc1ccccc1NC(=O)CSc1nnc(-n2nc(C)cc2C)n1N
0.1%[86.2 µM],O=C1NCN(Cc2ccc(Cl)cc2)C12CCN(CC1CC1)CC2
-9.0%,COc1ccc(NC(=O)CN2C(=O)NC3(CCC(C(C)(C)C)CC3)C2=O)cc1OC (configuration not stated)
-11.4%,O=C(COC(=O)Cc1ccsc1)Nc1ccc(Cl)cc1F
3.1%,CCNC(=O)c1c(NC(=O)Cc2coc3cc(C)ccc23)sc2c1CCCC2
1.3%[86.2 µM],CC(C)CN[C@@H]1C[C@H](Cn2cc(C3CC3)nn2)[C@@H](O)[C@H]1O
6.6%,O=Cc1ccc(O)c(Cl)c1
0.8%,CCCC(C)NC(=O)c1csc(CC)c1 (configuration not stated)
-2.5%,Cc1cccc(-n2ccnc2SCC(=O)c2ccccc2F)c1
13.4%,O=C(Nc1cccc(C(F)(F)F)c1)c1nn(-c2ccccc2)c(=O)c2ccccc12
15.5%,CC(C)Cn1c(-c2ccccc2)cnc1SC(C)C(=O)NC(N)=O (configuration not stated)
-7.6%,CCOC(=O)c1ccc(NC(=O)Cn2c(=O)n(-c3ccc(C)cc3)c(=O)c3c2cnn3C)cc1
1.3%,O=C(Nc1ccccc1)N1CCCCC1c1noc(COc2ccc(F)cc2)n1 (configuration not stated)
-13.8%,CC1=C(C)CC(C(=O)Nc2ccc(C(=O)NCc3cccnc3)cc2)C(C(=O)O)C1 (configuration not stated)
-6.4%,CCOC(=O)N1CCN(Cc2nc3cc(NC(=O)C(C)C)ccc3n2C(C)C)CC1
-14.0%,O=C(NCc1n[nH]c(=S)n1-c1ccc(Br)cc1)c1ccc(S(=O)(=O)N2CCCCC2)cc1
6.0%,CC(C)(C)NC(=O)c1ccccc1SCc1ccc(F)cc1

Remaining list, next part.
KDM5B inhibitor,smiles
?,Cc1ccc(Cl)cc1Nc1nc2ccccc2c2nncn12
-14.2%,CCC(c1cccs1)N1C(=O)[C@H]2CN(S(=O)(=O)c3ccc4c(c3)CCC4)C[C@H]2C1=O (some centres not stated)
?,C=CCC1(CO)CCCN(C(=O)c2cccc(N3CCNC3=O)c2)C1 (configuration not stated)
20.7%,Cc1ccc(C(=O)NC(C)c2nc(-c3ccc(Cl)cc3)no2)cc1 (configuration not stated)
1.1%,CC(C)c1noc([C@@H]2C[C@H]3C(=O)NCCCCCCN(C(=O)COc4ccccc4)[C@H]3C2)n1
-25.4%,O=C(N1CCN(Cc2ccccc2)CC1)C(F)(F)C(F)(F)C(F)(F)C(F)(F)F
44.6%,CCNC(=O)[C@@H]1C[C@H](N)CN1C(=O)CCn1c(=O)oc2ccc(C)cc21
-1.2%,O=C(c1cc2ccccc2oc1=O)N1CCOCC1
?,COc1ccc(NC(=O)N2CCN(S(=O)(=O)c3ccc4c(ccn4C)c3)CC2)c(OC)c1
?,CC(NC(=O)c1nccnc1N)c1cccc(Br)c1 (configuration not stated)
15.9%,CCOc1ccccc1NC(=O)CSCc1cc(=O)n2cccc(C)c2n1
?,COc1cc(OC)c(C(=O)Nc2nc(C)c(C(=O)N(C)C)s2)cc1OC
?,CCCCOC(=O)c1ccc(NC(=S)N2CCN(c3ncc4c(=O)c(C(=O)O)cn(CC)c4n3)CC2)cc1
5.8%,COCCn1c(SCc2ccccc2F)nc2c([nH]c3ccccc32)c1=O
5.6%,O=C(CSc1ccc2nnc(CCNC(=O)c3ccccc3)n2n1)NC1CCCC1
-17.1%[86.2 µM],O=C(NC[C@H]1OC[C@@H](NC2CCCC2)[C@@H]1O)c1ccncc1
7.5%,O=C(Nc1ccc2nc[nH]c(=O)c2c1)c1ccc(Br)cc1Cl
-11.6%,COCCNC(=O)[C@@H]1C[C@@H](O)CN1C1CCN(C(=O)CCc2ccccc2)CC1
14.9%,CCOC(=O)C(c1ccccc1)C(C(=O)OCC)c1ccccc1 (configuration not stated)
-27.5%,CCOc1ccc(Nc2c(S(=O)(=O)c3ccc(C)cc3)cnc3ccc(F)cc23)cc1
?,c1ccc(CCN=C2CCCc3c2[nH]c2ccccc32)cc1
13.2%,O=c1[nH]c(CN(Cc2cccs2)CC2CCCO2)nc2scc(-c3ccccc3)c12 (configuration not stated)
2.4%,CCN(CC(=O)NCCCN1CCOCC1)S(=O)(=O)c1cc(Cl)ccc1Cl
-3.9%,O=C(NNc1ccc(Cl)cc1)c1cccs1
-9.8%,O=Cc1cccn1-c1cccc(Cl)c1
-5.5%,CCOC(=O)C(=O)NCC(c1cccnc1)N1CCN(c2ccccc2)CC1 (configuration not stated)
5.4%,COc1ccc(Nc2nc3ccccc3nc2NS(=O)(=O)c2ccc(C)cc2)cc1Cl
-18.6%,Cc1ccc(CSCC(=O)OCC(=O)c2ccc(-c3ccccc3)cc2)cc1
?,CCN(CC)C(=O)C1=C(C)N=C2SC=C(CC(=O)NCC3CC3)N2C1c1ccccc1 (configuration not stated)
9.2%,Cc1ccccc1NC(=O)CSc1ncc(-c2ccc(F)cc2)o1
-21.5%,Cc1nc2ccc(S(=O)(=O)CCC(=O)Nc3ccc(F)cc3C)cc2s1
17.9%,Cc1ccc(Cl)cc1NC(=O)CCn1cnc2c1c(=O)n(C)c(=O)n2C
?,CC(=O)N1C[C@@H](C(=O)N2CCN(c3ncccn3)CC2)[C@H](c2nc(C)no2)C1
1.0%,CN(C)S(=O)(=O)NCc1cccnc1N1CCN(c2ccccn2)CC1
13.7%,CN1CCN(c2ccc(CNC(=O)c3ccc4c(c3)OCCO4)cc2)CC1
-13.5%,CCOC(=O)c1c(NC(=O)C2c3ccccc3Oc3ccccc32)sc2c1CCC(CC)C2 (configuration not stated)
-13.6%,CC(=O)c1nn(-c2ccc(OC(F)(F)F)cc2)nc1Nc1ccccc1
-11.1%,CCn1cnc2c1c(=O)n(CC(=O)Nc1ccc(Oc3ccccc3)cc1)c(=O)n2Cc1ccccc1
20µM*,Cc1cccc(OCC(=O)N2CCC3(CC2)CN(c2ncccn2)CC3CO)c1 (configuration not stated)
11.5%,CC(=O)N(CCC1(c2ccccc2)CCOC(C)(C)C1)Cc1ccccc1 (configuration not stated)
4.4%,COc1ccc(C(=O)CCl)cc1Br
?,CCCN1CCCC12Cc1ccccc1CN(C(=O)C(C)C)C2 (configuration not stated)
